Measles CPE – protection of cells from measles virus; Measles virus-infected cells, CPE protection, absorbance; protection (pct of control), % at 4 µM; 1.5% of 140,000 active; in the data active = protection mostly above about 24%, no sharp cut-off; inactive = mostly below about 26%; note: some compounds called inactive have numbers as strong as hits
GALR2 antag – GALR2 (human) receptor antagonism | AID 828 | GALR2-expressing cells, antagonist mode | O43603 | 0.39% of 140,000 active | inhibition, % at 4 µM; in the data active = inhibition above about 27%;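 note: cells stimulated with galanin 1-16 at roughly its EC80; 0% = agonist challenge control and 100% = basal control without agonist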
Target sequence (O43603 whole entry, looked up): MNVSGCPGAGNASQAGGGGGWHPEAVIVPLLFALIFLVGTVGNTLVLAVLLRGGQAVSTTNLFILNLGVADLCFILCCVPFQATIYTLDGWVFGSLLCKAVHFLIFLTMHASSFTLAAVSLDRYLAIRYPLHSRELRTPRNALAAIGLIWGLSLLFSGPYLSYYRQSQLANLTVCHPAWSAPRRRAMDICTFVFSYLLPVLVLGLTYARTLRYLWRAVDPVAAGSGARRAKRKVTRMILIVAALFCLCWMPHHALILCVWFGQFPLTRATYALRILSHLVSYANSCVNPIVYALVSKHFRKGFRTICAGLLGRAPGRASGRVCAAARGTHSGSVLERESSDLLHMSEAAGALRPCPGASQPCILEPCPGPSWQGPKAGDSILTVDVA
Yeast growth inh – yeast BB579 growth reduction in restrictive medium. S. cerevisiae BB579 growth, OD615, 48 h. inhibition, % at 10 µM. 0.51% of 140,000 active. AID 804;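 active = inhibition above a set limit, 3 SD over the mean compound inhibition, cut at about 44% in these data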; note: inactives centre near -24
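Test system: S. cerevisiae DeaD strain BB579 yeast; Medium: restrictive CSMM-D medium; Compound: one dose, 10 µM compound with 0.25% DMSO; Incubation: 4 h cell preincubation, 48 h compound exposure, 30 °C humidified; Signal: OD at 615 nm; Benchmarks: amphotericin B at 10 µg/mL as positive control.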
bCat KO growth – beta-catenin-lacking colon tumor cell growth suppression; HCT116 beta-catenin knockout viability, CellTiter-Glo, 60 h; hits give low values; viability, % at 10 µM; 1.5% of 140,000 active; AID 818;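 active = viability at or under a set limit, the compound median less 4 SD, cut at about 6% in these data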;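 note: 0% = Hyamine 1622 control at 20 µM and 100% = untreated cell control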
E-sel TNF inh – TNF alpha driven E-selectin expression inhibition; inhibition, % at 2 µM; 0.71% of 120,000 active; HUVEC TNFa-induced E-selectin immunofluorescence, high content;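 active = inhibition above the batch mean plus 3 SD, and confirmed as a hit on visual image review, cut at about 43% in these data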;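 note: 0% = TNF-stimulated DMSO wells and 100% = unstimulated control wells; not every result past the cut was called active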
NPY-Y2 antag – antagonists of human neuropeptide Y receptor Y2. inhibition, % at 2.7 µM. 0.99% of 140,000 active. NPY-Y2 expressing cells, antagonist mode; in the data active = inhibition above about 17%;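 note: 0% = vehicle with agonist challenge and 100% = reference antagonist with challenge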
Target sequence (P49146 whole entry, looked up): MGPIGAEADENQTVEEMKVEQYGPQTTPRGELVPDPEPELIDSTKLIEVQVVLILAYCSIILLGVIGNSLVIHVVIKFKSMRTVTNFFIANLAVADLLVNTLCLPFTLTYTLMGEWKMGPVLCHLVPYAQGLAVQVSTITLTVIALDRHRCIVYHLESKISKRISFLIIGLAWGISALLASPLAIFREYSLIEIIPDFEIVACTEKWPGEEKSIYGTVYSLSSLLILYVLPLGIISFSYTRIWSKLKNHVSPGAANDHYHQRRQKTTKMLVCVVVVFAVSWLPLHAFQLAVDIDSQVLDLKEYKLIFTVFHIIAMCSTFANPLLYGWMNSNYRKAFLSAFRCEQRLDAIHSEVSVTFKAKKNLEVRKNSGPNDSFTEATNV
Yeast lifespan up – yeast lifespan extension. S. cerevisiae growth with nicotinamide, OD615; deaD strain in restrictive glucose medium. inhibition of the nicotinamide effect, % at 10 µM. 0.68% of 130,000 active. AID 775;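 active = inhibition above a set limit, placed 3 SD over the median of all compounds, cut at about 26% in these data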;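 note: 0% = nicotinamide-treated wells and 100% = cells grown without nicotinamide; some compounds called inactive have numbers as strong as hits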
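Assay system: engineered S. cerevisiae DeaD replicative-lifespan strain, galactose-grown log-phase cells; Buffer or medium: CSMM-D glucose medium, restrictive; Probe or stimulus: nicotinamide 1.5 mM; Compound: single dose 10 µM compound, 0.25% DMSO; Schedule: 4 h preincubation then 48 h treatment at 30 °C; Technique: OD615 measurement.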
HCT116 PTEN-null – PTEN-deleted cell growth suppression; HCT116 PTEN-null viability, CellTiter-Glo, 60 h; hits give low values; viability, % at 10 µM; 1.2% of 140,000 active;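 active = viability at or below a set limit, 4 SD under the median of all tested compounds, cut at about 3.7% in these data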;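 note: PTEN knockout HCT116 line with beta catenin targeted HCT116 as companion control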
MRP1 act – activates MRP-1 | H69AR cells + doxorubicin, viability rescue, CellTiter-Glo | viability increase, % at 10 µM | 0.61% of 140,000 active | AID 799;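 active = viability gain under doxorubicin at or above a set limit, the compound median plus 3 SD, cut at about 4.7% in these data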;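 note: MRP-1 overexpressing cells given doxorubicin 25 µM after compound pretreatment; 18-22 h compound pretreatment then 72 h with doxorubicin before readout; 0% = doxorubicin-only wells and 100% = vehicle-treated cells without doxorubicin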
Phagocytosis inh – inhibitors of macrophage phagocytosis; J774A.1 macrophage IgG-bead phagocytosis, imaging; inhibition, % at 5 µM; 0.07% of 110,000 active; AID 1029;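 active = inhibition above the mean of the plate negative controls plus 5 SD, cut at about 13% in these data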;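 note: phagocytic index as fraction of beads internalized from green versus red external bead signal; plate controls were DMSO negative control for no effect and cytochalasin-D positive control for full effect; some results beyond the cut were filed as inactive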
Active calls of the source: *; x = no result given.

SMILES | Measles CPE | GALR2 antag | Yeast growth inh | bCat KO growth | E-sel TNF inh | NPY-Y2 antag | Yeast lifespan up | HCT116 PTEN-null | MRP1 act | Phagocytosis inh
O=C(Nc1ccc(F)cc1)c1ccccc1 | 3 | 6 | -7 | 98 | 9 | -1 | -12 | x | 0.8 | 0
Cc1ccc(-c2nnc(N)s2)cc1 | 2 | -1 | -5 | 93 | 1 | 4 | -9 | 90 | -3.0 | 0
COc1cc(C)ccc1OCCOc1c(C)cccc1Cl | 4 | 3 | -29 | 82 | 1 | 2 | -11 | 83 | -0.5 | 2
CN(C)CCN1C(=O)c2oc3ccc(Cl)cc3c(=O)c2C1c1cccc(Br)c1 (stereo unspecified) | 10 | -7 | -19 | 88 | -14 | 0 | -2 | 90 | -4.4 | -3
COc1ccccc1CNC(=O)C(=O)NCC1OCCN1C(=O)c1cccs1 (stereo unspecified) | 23 | 3 | -6 | 93 | x | 2 | 0 | 98 | 1.6 | -12
Cc1ccc(-n2c(SCC(=O)NNC(=S)Nc3ccccc3)nc3ccccc3c2=O)cc1 | x | -9 | -22 | 87 | x | 2 | -2 | 95 | -2.1 | -6
COc1ccc(Cl)cc1NC(=O)CN(C)C(C)C(=O)NCC1CCCCC1 (stereo unspecified) | 6 | -4 | -20 | 87 | x | 8 | -7 | 84 | -3.3 | -1
Cc1ccc(Cl)cc1N1CCN(C(=O)CSc2ccsc2[N+](=O)[O-])CC1 | 6 | 2 | -29 | 82 | x | 0 | -2 | 84 | -1.8 | -3
COC(=O)c1sc(NC(=S)NC(=O)c2cccc(C)c2)nc1C | 13 | -8 | -35 | 93 | x | 4 | 1 | 99 | -1.5 | x
O=[N+]([O-])c1ccc(OCCCCN2CCCCC2)cc1 | 22 | -21 | -10 | 93 | 3 | 1 | 1 | 92 | -2.9 | -11
CCc1oc2ccccc2c1C(=O)c1cc(Br)c(O)c(Br)c1 | 4 | -6 | 82* | 98 | x | 12 | -1 | 94 | -0.3 | x
COc1ccc(S(=O)(=O)N2CCN(CC(=O)Nc3cc(OC)cc(OC)c3)CC2)cc1 | 6 | -19 | -38 | 92 | -48 | 0 | -10 | 95 | -6.4 | x
Cn1nc(-c2ccccc2F)c2cc(C(=O)Nc3ccc4c(c3)OCCO4)sc21 | 8 | -3 | -28 | 68 | -7 | 1 | -6 | 56 | 1.5 | 0
COc1ccc(-c2cc(C(=O)O)[nH]n2)cc1OC | 2 | 11 | -13 | 106 | 10 | 3 | -16 | 94 | -1.9 | 0
COC(=O)c1[nH]c2ccc(C)cc2c1NC(=O)CCN1CCN(Cc2ccc3c(c2)OCO3)CC1 | 2 | 4 | -7 | 64 | x | 1 | -22 | 62 | -4.0 | -1
COc1cccc(OCC(O)CN2CCC(C)CC2)c1 (stereo unspecified) | 7 | 7 | 19 | 95 | 3 | 3 | -4 | x | 0.2 | 0
COc1ccc(N2CCN(C(CNC(=O)C(=O)NCCC3=CCCCC3)c3ccco3)CC2)cc1 (stereo unspecified) | 4 | -16 | -42 | 73 | x | 1 | 6 | 67 | -2.5 | -9
COc1ccc(Nc2nc(C)c(-c3ccccc3)s2)cc1 | 5 | 2 | -18 | 72 | 6 | 3 | -4 | 73 | 1.4 | -1
O=C(c1cccn(Cc2cccc(Cl)c2)c1=O)N1CCOCC1 | 7 | 7 | -38 | 102 | 23 | 2 | 33 | 105 | 0.0 | x
Cc1cccc(C)c1NC(=O)C1C2C=CC(C2)C1C(=O)NCc1ccccn1 (stereo unspecified) | 9 | 1 | -52 | 101 | 1 | 3 | 13 | 108 | 1.6 | 1
CCOCCCNC(=O)Cn1ncc2c(=O)oc3ccccc3c21 | 17 | 4 | -27 | 94 | x | 1 | -3 | 105 | -1.3 | 0
O=C(NCCCc1ccccc1)c1cccs1 | 6 | 4 | -40 | 98 | 22 | 2 | -20 | 99 | -0.6 | x
O=C(NCc1cccs1)NC1CCCCC1 | 10 | 1 | -29 | 94 | -3 | 2 | 0 | 101 | -1.1 | -1
CCCCNS(=O)(=O)c1ccc(OC)c(C)c1 | 4 | 7 | -22 | 91 | -23 | 1 | x | 81 | -4.0 | x
CCCC1=C/C(=C/c2ccc(-c3ccccc3OC)o2)C(=O)O1 | 9 | -8 | -51 | 94 | 8 | 6 | 5 | 100 | -1.3 | -1
C=CCNC(=O)c1c(N)n(-c2cccc(S(N)(=O)=O)c2)c2nc3ccccc3nc12 | 9 | -6 | -58 | 79 | 16 | -5 | 1 | 78 | -0.4 | 0
Cc1cc(C)n2nc(C(=O)OCCOc3cccc(Br)c3)nc2n1 | 29 | 0 | -13 | 104 | -9 | 2 | -13 | 114 | 1.0 | 2
O=C(CSCc1ccccc1)NCc1ccc2c(c1)OCO2 | 35 | -5 | 3 | 85 | 20 | 5 | -15 | 87 | 0.8 | 1
COc1ccc(OC)c(NC(=O)CSc2nnc(Cc3cccn3C)n2-c2ccc(F)cc2)c1 | 3 | 2 | -16 | 80 | x | 1 | -4 | 95 | -3.9 | 0
Cc1cccc(Nc2nnc(SCC(=O)Nc3cccc(S(=O)(=O)N4CCCCC4)c3)s2)c1 | 16 | 4 | -37 | 64 | x | 5 | -1 | 65 | -0.9 | -11
O=S(=O)(N1CCCCC1)N1CCN(c2ccc(F)cc2)CC1 | 9 | 1 | -49 | 89 | -12 | 0 | 1 | 94 | 1.5 | -1
CCCOc1cccc(NC(=O)c2cc(C)oc2C)c1 | 10 | 18 | -39 | 64 | 8 | 4 | -27 | 72 | -1.3 | -1
NS(=O)(=O)c1ccc(CCNC(=O)c2cc(-c3ccccc3)nc3ccccc23)cc1 | 7 | 2 | -38 | 76 | 6 | 0 | -1 | 69 | -1.1 | x
CC(=O)c1ccc(N2CCN(C(=O)c3cc4c(-c5ccccc5F)nn(C)c4s3)CC2)cc1 | 4 | -1 | -40 | 40 | 2 | 6 | -8 | 45 | -2.1 | x
COc1ccc(OCCSc2nnc(Cc3cccc4ccccc34)n2N)cc1 | 8 | 4 | -48 | 91 | 13 | 3 | 5 | 80 | 0.3 | 0
O=C(Cc1ccc(S(=O)(=O)N2CCOCC2)s1)NCCC(c1ccccc1)c1ccccc1 | 0 | -6 | -42 | 92 | -5 | -4 | -4 | 72 | -1.7 | 0
CN(C(=O)COc1ccccc1C(=O)NCCOc1ccccc1)c1ccccc1 | 5 | 29* | -34 | 3.5* | -14 | 4 | -1 | 3.5* | -3.0 | -2
CCCS(=O)(=O)N1CCN(CCCc2ccccc2)CC1 | 6 | 1 | -50 | 94 | x | 1 | 6 | 96 | 0.0 | 0
O=C(c1ccc2c(c1)OCO2)N1CCCC(c2ccccc2)C1 (stereo unspecified) | 18 | 0 | -23 | 91 | -29 | 8 | -2 | 93 | -3.6 | 0
Cc1ccc(N(C(=O)C2CCC(=O)N2)C2(C(=O)NC3CCCC3)CCCCC2)cc1 (stereo unspecified) | 8 | 3 | -67 | 89 | -19 | 4 | -4 | 103 | -1.2 | -1
O=C(c1ccco1)N1CCN(Cc2nc3ccc([N+](=O)[O-])cc3c(=O)n2-c2ccccc2F)CC1 | 14 | -1 | 6 | 75 | 1 | 2 | -10 | 85 | -0.2 | x
CCOc1cc(C(c2c(C)[nH][nH]c2=O)c2c(C)[nH][nH]c2=O)ccc1O | 9 | 11 | 11 | 83 | x | 3 | -2 | 89 | -2.8 | -7
CCC(C)NC(=O)c1ccc2c(SCC(=O)O)c3c(nc2c1)CCCC3 (stereo unspecified) | 2 | 3 | -23 | 85 | -20 | 6 | 4 | 95 | 1.3 | 0
O=C1CSC(c2ccccn2)N1c1ccc2ccccc2c1 (stereo unspecified) | 5 | -3 | -40 | 63 | -7 | 1 | -16 | 65 | -2.8 | -3
CN(Cc1ccccc1)c1nc(-c2ccc([N+](=O)[O-])cc2)nc2ccccc12 | 20 | -13 | -31 | 85 | 0 | 1 | -4 | 81 | -2.9 | x
O=C1CCCN1CC(O)CS(=O)(=O)c1ccccc1 (stereo unspecified) | 10 | 3 | -34 | 101 | -6 | 3 | -7 | 106 | -0.3 | x
Cc1cc2ccccc2cc1CN1CCOCC1 | 14 | 1 | -17 | 53 | x | 2 | -9 | 90 | -0.7 | 0
COc1ccc(/C=C/C(=O)Nc2nonc2NC(C)=O)cc1 | 8 | 5 | -2 | 90 | x | 2 | -7 | 78 | -0.8 | -7
N=C1/C(=C\c2ccc(-c3cc(Cl)cc(Cl)c3)o2)C(=O)N=C2SC=C(c3ccccc3)N12 | 34 | -7 | -25 | 97 | x | 0 | 2 | 96 | 4.0 | -5
CCC(NS(=O)(=O)c1ccc(C)cc1)C(=O)N1CCC2(O)CCCCC2C1 (stereo unspecified) | 1 | 7 | -27 | 105 | -29 | 5 | -9 | 102 | -0.7 | 2

The list goes on.
SMILES | Measles CPE | GALR2 antag | Yeast growth inh | bCat KO growth | E-sel TNF inh | NPY-Y2 antag | Yeast lifespan up | HCT116 PTEN-null | MRP1 act | Phagocytosis inh
C[N+]1(CC(=O)Nc2ccc(F)cc2)CCN(C(=O)c2ccco2)CC1 | 0 | 2 | -52 | 88 | 2 | 2 | -10 | 80 | -2.4 | x
N#Cc1c(NC(=O)CSc2nc(-c3ccccc3)cc(C(F)(F)F)n2)sc2c1CCC2 | 7 | -11 | -32 | 58 | x | 2 | 0 | 71 | 0.0 | -15
COc1cccc(-n2c(SCC(=O)Nc3cc(C)on3)nc3c([nH]c4ccccc43)c2=O)c1 | 3 | 17 | -17 | 75 | x | 0 | -7 | 79 | -2.6 | 0
CC(C)CCNC(=O)/C=C/c1ccc(Br)cc1 | 5 | -4 | -26 | 100 | -11 | 15 | -6 | 91 | -0.5 | -2
O=C(Nc1ccccc1OC(F)F)c1oc2ccccc2c1COc1ccccc1 | 12 | -2 | -47 | 69 | -2 | 3 | 6 | 78 | -2.9 | x
CC(C)C(O)(C#CCN1CCCC1)c1ccccc1 (stereo unspecified) | 7 | 7 | 12 | 94 | 0 | 0 | -12 | 92 | -2.5 | 1
Cc1sc2cc3c(c(C(=O)c4ccccc4)[n+]2c1C)-c1cccc2cccc-3c12 | 9 | 12 | -60 | 2.2* | x | 6 | 9 | 2.1* | -4.4 | 3
Cc1cc(C(=O)OCC(=O)c2cccc([N+](=O)[O-])c2)c2cccc(C)c2n1 | 12 | 3 | -26 | 67 | -31 | 4 | -14 | 94 | -1.6 | 0
CC(=O)NCC(=O)OCC(=O)Nc1ccc(C(C)=O)cc1 | 10 | 3 | -36 | 108 | x | 1 | -13 | 97 | -0.2 | 0
CC12CC3(C)CC(C)(C1)CC(C(=O)NC(=S)NC(C)(C)C)(C2)C3 | 10 | 6 | -12 | 82 | x | 2 | -7 | 78 | 2.2 | -4
O=C(O)CCCn1nc(-c2ccccc2)c2ccccc21 | 5 | 5 | -56 | 92 | 1 | 5 | -9 | 109 | -0.3 | 0
Cc1cc2ncn(C(=O)N3CCCCCC3)c2cc1C | 4 | -1 | -5 | 81 | 1 | -1 | x | 94 | -2.0 | x

Assay outcomes as filed in PubChem.
